CatB mixtures = inhibitors of human cathepsin B in compound mixtures. 62,000 compounds, 0.06% hits. Purified cathepsin B, AMC dipeptide fluorescence. inhibition, %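 (ten-compound pools at 5 µM per compound and 50 µM total)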; in the data active means inhibition above about 22%, passing the limit was not always enough;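 further: 0% = enzyme without compound and 100% = no enzyme blank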
CatB inh = inhibitors of human cathepsin B; P07858; purified cathepsin B, fluorogenic substrate, fluorescence; inhibition, %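 (tested at 10 µM)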; 63,000 compounds, 0.1% hits; in the data active means inhibition above about 21%;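 further: 0% = enzyme with no compound and 100% = no enzyme blank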
FXIa mix inh = blocks human factor XIa in pooled compound mixtures. P03951. purified FXIa, fluorogenic substrate. inhibition, % at 5 µM. 62,000 compounds, 0.19% hits. AID 680;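 further: each value is inhibition by a whole ten-compound pool holding the compound; 0% = enzyme with no mixture and 100% = wells lacking enzyme; strong numbers were not always called active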
CatL block = inhibitors of human cathepsin L; inhibition, %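 (tested at 10 µM)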; P07711; purified cathepsin L, fluorogenic substrate, fluorescence; AID 460; 58,000 compounds, 0.17% hits; in the data active means inhibition above about 45%;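 further: 0% = enzyme with no compound and 100% = no enzyme blank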
Target sequence (P07711 114-288 limits assumed): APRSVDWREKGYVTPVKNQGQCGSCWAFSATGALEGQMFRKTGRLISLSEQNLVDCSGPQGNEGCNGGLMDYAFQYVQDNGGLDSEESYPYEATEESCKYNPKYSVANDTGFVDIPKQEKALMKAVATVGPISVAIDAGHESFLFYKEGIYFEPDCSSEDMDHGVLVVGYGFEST
Target sequence (P07711 292-333 limits assumed): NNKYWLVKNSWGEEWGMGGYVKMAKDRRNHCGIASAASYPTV
FXIIa mix inh = inhibitors of human coagulation factor XIIa, pooled mixtures; purified FXIIa, fluorogenic substrate; inhibition, % at 5 µM; 62,000 compounds, 0.2% hits; AID 684;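 further: 0% = enzyme without compound and 100% = no enzyme blank; some results filed as inactive read as strong as hits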
Target sequence (P00748 20-372 limits assumed): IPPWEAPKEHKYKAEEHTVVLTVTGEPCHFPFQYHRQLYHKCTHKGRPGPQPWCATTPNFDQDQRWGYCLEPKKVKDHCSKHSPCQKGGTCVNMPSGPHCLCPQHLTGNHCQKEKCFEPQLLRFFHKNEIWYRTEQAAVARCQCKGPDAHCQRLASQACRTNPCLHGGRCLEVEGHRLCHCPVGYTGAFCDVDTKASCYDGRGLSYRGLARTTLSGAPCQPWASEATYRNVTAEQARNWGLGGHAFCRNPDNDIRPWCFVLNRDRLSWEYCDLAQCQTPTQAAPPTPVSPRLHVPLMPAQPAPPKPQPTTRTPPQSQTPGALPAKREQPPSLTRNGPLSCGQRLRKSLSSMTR
Target sequence (P00748 373-615 limits assumed): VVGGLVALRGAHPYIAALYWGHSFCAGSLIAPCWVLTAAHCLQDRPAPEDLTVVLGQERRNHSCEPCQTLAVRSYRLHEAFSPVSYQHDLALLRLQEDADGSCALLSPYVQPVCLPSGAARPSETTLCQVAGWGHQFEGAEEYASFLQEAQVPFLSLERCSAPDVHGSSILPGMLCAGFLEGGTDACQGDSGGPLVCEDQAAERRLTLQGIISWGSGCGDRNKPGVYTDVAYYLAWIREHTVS
AP complement = alternative pathway complement inhibition, orthogonal assay. inhibition, % at 5 µM. Human serum alternative complement pathway, LPS-coated ELISA, C3 deposition; tested in compound mixtures. 62,000 compounds, 0.08% hits. AID 1235;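 active means inhibition above 30% in each of the two pooled mixtures holding the compound, so the lower value exceeds 30%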;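 further: 0% = serum in Mg-EGTA without compound and 100% = EDTA serum blank; some compounds past the cut are filed as inactive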
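Test system: human serum complement alternative pathway, C3 deposition onto LPS / Medium: Mg2+-EGTA GVB++ buffer containing human serum at 1:15 dilution / Probe or stimulus: Plate-bound LPS / Times: 1 h at 37 °C / Signal: ELISA with HRP anti-human C3 antibody, TMB substrate, absorbance 450 nm / Measure: percent inhibition / Repeats: two pool placements per compound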
CatG inh = inhibitors of human cathepsin G | P08311 | purified enzyme, AMC-tetrapeptide fluorescence, pooled mixtures | inhibition, % at 5 µM (by protocol) | 62,000 compounds, 0.2% hits | AID 581;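 active means inhibition above 20% in each of the two mixture wells holding the compound; inactive means inhibition of 20% or less in either well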;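 further: 0% = enzyme control without mixture and 100% = blank lacking enzyme; strong numbers were not always called active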
Target sequence (P08311 21-244 limits assumed): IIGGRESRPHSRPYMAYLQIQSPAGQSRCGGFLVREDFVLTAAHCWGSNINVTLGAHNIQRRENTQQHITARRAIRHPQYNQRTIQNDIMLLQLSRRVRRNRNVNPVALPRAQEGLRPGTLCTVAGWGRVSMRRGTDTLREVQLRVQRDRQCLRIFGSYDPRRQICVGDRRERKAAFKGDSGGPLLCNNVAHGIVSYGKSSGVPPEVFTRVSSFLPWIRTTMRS
CatS inh = human cathepsin S inhibition | inhibition, %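 (tested at 5 µM per compound within 10-compound mixtures)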 | 62,000 compounds, 0.06% hits | P25774 | recombinant cathepsin S, AMC dipeptide fluorescence, pooled mixtures; in the data active means inhibition above about 32%, passing the limit was not always enough;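 further: 0% = enzyme without compound and 100% = blank without enzyme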
C1s block = human complement C1s inhibition; P09871; purified C1s, fluorogenic AMC substrate, pooled mixtures; mean inhibition % of two 10-compound mixtures (hits give high values), % at 5 µM (by protocol); 62,000 compounds, 0.16% hits; AID 538;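 active means inhibition above 20% in each of the two 10-compound mixture wells holding the compound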;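 further: 0% = enzyme wells lacking compound mixture and 100% = no-enzyme blank wells; some compounds called inactive have numbers as strong as hits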
An asterisk follows results filed as active; . = no result given. Unless noted, no stated cut-off is given here; in the data, active means inhibition above about 20% (passing the limit was not always enough); inactive means the rest. These rows are one share of the data, so the mix of outcomes need not match the whole.

CatB mixtures | CatB inh | FXIa mix inh | CatL block | FXIIa mix inh | AP complement | CatG inh | CatS inh | C1s block | compound
-2 | 1 | 8 | -6 | -17 | 26 | -4 | -8 | 0 | CCCCn1c(SCC(=O)N(CC)C2CCS(=O)(=O)C2)nnc1C(CC)N(C)C (centres undefined)
6 | -2 | 4 | 5 | 3 | 8 | -35 | -3 | -2 | COc1ccc(C(c2nnnn2C(C)(C)C)N2CCN(c3nc4ccccc4s3)CC2)cc1 (centres undefined)
-2 | -3 | 2 | 21 | 6 | 11 | 4 | 12 | -4 | CCCCNC(=O)OC1CCS(=O)(=O)C1 (centres undefined)
4 | 4 | 6 | 2 | 3 | 17 | 6 | 2 | 13 | CCCOc1ccc(NC(=O)C2CC(=O)N3CCCN=C3S2)cc1 (centres undefined)
4 | 5 | 7 | 9 | -1 | -12 | -6 | 10 | -34 | O=C(CSc1ncccn1)NC(=O)NCc1ccccc1
2 | 6 | -2 | -6 | 2 | 17 | 8 | 3 | 3 | O=C(CNC(=O)c1ccc(Br)o1)Nc1cccc(-c2cnc3ccccc3n2)c1
-1 | -3 | 4 | 0 | -20 | -10 | -6 | 9 | 0 | OCCN1CCOCCN(CCO)CCOCC1
-4 | -4 | 5 | -10 | 4 | 22 | -3 | -6 | -11 | Cc1sc2nc(C(C)Sc3nnc(C)n3-c3ccccc3)[nH]c(=O)c2c1C (centres undefined)
3 | 1 | 3 | 0 | 1 | -2 | -12 | 2 | -1 | O=C1CCN(C(=O)c2ccccc2)C2CCCCC12 (centres undefined)
1 | 4 | -5 | 12 | 0 | 1 | 18 | 10 | -3 | CC(C)CCOc1ccc(C(=O)CCNC(C)C(=O)O)cc1 (centres undefined)

Given with two lines to a compound: part of the list above
Values in the order – CatB mixtures	CatB inh	FXIa mix inh	CatL block	FXIIa mix inh	AP complement	CatG inh	CatS inh	C1s block
O=C(CNC(=O)c1ccc(Br)o1)Nc1cccc(-c2cnc3ccccc3n2)c1
→ 2	6	-2	-6	2	17	8	3	3
OCCN1CCOCCN(CCO)CCOCC1
→ -1	-3	4	0	-20	-10	-6	9	0
Cc1sc2nc(C(C)Sc3nnc(C)n3-c3ccccc3)[nH]c(=O)c2c1C (centres undefined)
→ -4	-4	5	-10	4	22	-3	-6	-11

Continued.
CatB mixtures | CatB inh | FXIa mix inh | CatL block | FXIIa mix inh | AP complement | CatG inh | CatS inh | C1s block | compound
-18 | 2 | -33 | 5 | 5 | -11 | -21 | -34 | -171 | O=S(=O)(c1ccc(N2CCN(S(=O)(=O)c3ccc4c(c3)OCCO4)CC2)nc1)N1CCCC1
-1 | 4 | 6 | -4 | 4 | 13 | 6 | -2 | 15 | COc1cccc(/C=N/n2c(C)c3c(C)nnc(C)c3c2C)c1O
2 | 5 | 6 | . | 5 | 3 | 17 | 2 | 9 | CN(C)Cc1nc2ccccc2c(=O)n1Cc1nc(-c2cc3ccccc3o2)cs1
6 | -2 | 13 | 13 | 2 | 9 | -4 | -5 | 3 | Cc1ccc(N2C(=O)c3ccccc3C2O)nc1 (centres undefined)
-7 | 1 | 4 | 5 | -1 | -3 | -5 | -1 | -22 | CC1(C)N=C2C(=[N+]1[O-])CCC/C2=N\O
2 | 1 | 2 | 12 | 4 | 12 | 8 | 1 | -8 | COCCn1c(C)cc(C(=O)CSc2nnc(C)s2)c1C
2 | 3 | 0 | 25 | 4 | 11 | 5 | 3 | -46 | CCCCn1c(=S)[nH]c2ncccc2c1=O
1 | 4 | 5 | -7 | 4 | 6 | 8 | -5 | 14 | CCCn1c(N2CCN(S(=O)(=O)Cc3ccccc3)CC2)nc2ccccc21
5 | 3 | 0 | 5 | 5 | 11 | 11 | 2 | 16 | Cc1ccc(-c2cc(C(=O)NCc3cccs3)no2)cc1
1 | 3 | 7 | 6 | 2 | 11 | 8 | -14 | 12 | Cc1ccccc1-n1nc2c(c1NC(=O)c1cccc(F)c1)CS(=O)C2 (centres undefined)
4 | 4 | 5 | -13 | -3 | 2 | 6 | 0 | 9 | CCOc1ccc2nc3sc(C(=O)N4CCN(C)CC4)c(N)c3cc2c1
11 | 0 | 6 | 0 | 5 | 7 | -8 | -6 | -28 | O=C(Cn1c(CN2CCCCC2)nc2ccccc2c1=O)NC1CCCCC1
1 | 1 | 1 | -1 | 10 | 12 | -3 | 5 | -30 | CCN1CCN(Cc2nc3c(c(=O)n(C)c(=O)n3C)n2CCc2ccccc2)CC1
0 | 2 | 1 | 1 | -5 | -9 | -6 | -4 | -12 | C=CCC1(O)C(=O)N2C(=C1C(=O)N1CCOCC1)c1ccccc1CC2(C)C (centres undefined)
6 | -1 | 4 | . | 2 | 23 | -1 | 7 | 2 | Cc1ccc(-c2nc(CS(=O)CC(=O)N3CCN(c4ncccn4)CC3)c(C)o2)cc1 (centres undefined)
-2 | 6 | -5 | 11 | 6 | -7 | -7 | 9 | -51 | Cc1ccc(C)c(C(=O)CC2(O)C(=O)N(C)c3ccccc32)c1 (centres undefined)
2 | 1 | 31 | -1 | 0 | 12 | -1 | -4 | 0 | Cc1ccc(C(=O)NCc2ccc(Cl)c(Cl)c2)o1
7 | -3 | 6 | 0 | -2 | 4 | 1 | 14 | -42 | CS(=O)(=O)N1CCC(C(=O)NCCC2=CCCCC2)CC1
5 | 0 | 6 | . | -5 | 4 | 0 | 0 | -3 | Cc1c2c(nc3c(C(=O)NC4CCCCC4C)cnn13)CCCC2 (centres undefined)
1 | -2 | 1 | 0 | 4 | -11 | -8 | 2 | -6 | CS(=O)(=O)N(CC(=O)NCC1CCCO1)c1cc(Cl)cc(Cl)c1 (centres undefined)
-2 | 3 | -2 | 9 | 4 | 17 | -1 | -5 | -18 | CC(=O)c1ccc(N2C(=O)NC3(CCCCC3)C2=O)cc1
-1 | 7 | 2 | 19 | 1 | -13 | 9 | 5 | 5 | O=C1CCCC2=C1C(c1ccc3c(c1)OCO3)c1c([nH]n(-c3ccccc3)c1=O)N2 (centres undefined)
-1 | 1 | -6 | 16 | 2 | 0 | -1 | 4 | -14 | CC(=O)N1CCc2cc(C(=O)CN3CCN(c4cccc(Cl)c4)CC3)ccc21
6 | -5 | 6 | -6 | -17 | 12 | -1 | -3 | -3 | CCCOc1cccc(OCCSc2nc(C)cc(=O)[nH]2)c1
-3 | -1 | 4 | -6 | 5 | 13 | 1 | 9 | 0 | CCOC(=O)Cc1csc(NC(=O)c2c(-c3c(F)cccc3Cl)noc2C)n1
-10 | 2 | -13 | -3 | 5 | -5 | 0 | -13 | -42 | CCn1ncc(Cl)c1C(=O)Nc1ccncc1
4 | 0 | 1 | 3 | -1 | 16 | 0 | -3 | -20 | O=C(Nc1ccc(N2CCN(C(=O)c3ccco3)CC2)cc1)c1ccc(F)cc1
1 | -2 | 3 | 5 | 7 | 22 | 6 | -1 | 1 | O=C(CCCN1C(=O)c2ccccc2C1=O)NCCC1=CCCCC1
4 | 1 | 5 | -2 | -4 | 10 | 8 | -1 | 18 | CN(C)c1cccc(C(=O)OCC(=O)NCc2ccco2)c1
5 | 4 | -1 | . | 0 | 11 | 11 | -11 | 4 | O=C(O)c1ccc(COc2cccc(CO)c2)cc1
1 | 2 | 5 | 7 | -15 | 13 | 8 | 0 | 37 | O=C(c1ccccc1)c1cccn1CC(=O)N1CCN(C2CCCCC2)CC1
0 | 13 | 4 | 21 | 9 | 3 | 9 | 5 | 13 | COc1ccc(C2C(C(=O)Nc3cccc(C)n3)c3ccccc3C(=O)N2C)cc1OC (centres undefined)
2 | -1 | 3 | 0 | 8 | -15 | -12 | 0 | -42 | O=C(O)c1ccc(NC(=O)C2CCCCC2)cc1
8 | -4 | 3 | 2 | -1 | 11 | 4 | 1 | 6 | Cn1c(CCCNC(=O)c2ccccc2)nc2ccccc21
6 | 1 | 1 | 10 | -3 | 8 | 12 | 6 | 8 | COC(=O)c1ccccc1NC(=O)CN1CCC(n2nnc3cc(F)ccc32)CC1
-20 | -7 | -36 | -229 | -17 | 6 | -28 | -13 | -165 | Cc1onc(-c2ccccc2Cl)c1C(=O)Nc1cccc(-c2nc3ncccn3c2C)c1
5 | -7 | 6 | -4 | -7 | 11 | -2 | -6 | -4 | CC(=O)NCC(=O)NC(C(=O)Nc1ccc2c(c1)OCCO2)c1ccccc1 (centres undefined)
7 | -1 | 9 | 2 | 5 | 19 | 3 | -4 | 4 | Cc1ccc(S(=O)(=O)NC(=O)NCc2ccccn2)cc1
2 | 8 | 4 | 6 | -25 | -1 | 26 | 2 | 4 | CC1(C)CC2(CC(C)(C)NC(=O)N2)NC(=O)N1
-4 | 5 | 11 | -1 | 10 | 13 | 4 | 0 | 5 | O=C(c1ccc(Cl)s1)N1CCN(c2nc3ccccc3s2)CC1
-1 | -4 | 5 | 3 | 1 | 20 | -2 | -11 | 0 | CC1CN(C2CCCCC2)c2nc3c(c(=O)[nH]c(=O)n3C)n2C1 (centres undefined)
-3 | -2 | 4 | -6 | -3 | 15 | -3 | -7 | -3 | CCOC(=O)c1ccc(NC(=O)c2cnccn2)cc1
7 | -3 | 4 | -1 | 2 | 17 | 0 | -7 | -5 | CCCS(=O)(=O)N1CCC(C(=O)NCc2cccnc2)CC1
5 | 4 | 0 | -10 | -14 | 16 | 9 | 9 | -31 | COC(=O)c1ccc(C(=O)OC)c(NC(=O)CCc2ccc(C)o2)c1
6 | 10 | 6 | 9 | 5 | 2 | -2 | 13 | -6 | COc1ccc(NC(=O)CSc2nnc(Cc3cccn3C)n2-c2ccc(OC)cc2)cc1
-4 | 3 | -2 | 8 | -3 | -6 | -1 | 5 | -30 | O=C(NCc1ccco1)c1ccc(S(=O)(=O)c2cccc(S(=O)(=O)N3CCOCC3)c2)cc1
1 | 3 | 2 | 18 | 1 | 12 | 9 | 6 | -17 | Cc1nn(Cc2ccc(C(=O)N3c4ccc(F)cc4CCC3C)o2)c(C)c1Br (centres undefined)
-2 | 2 | 3 | 9 | -2 | 4 | -4 | 18 | -40 | C=CCNc1ncnc2ccccc12
5 | 0 | 1 | -3 | 3 | 3 | 13 | 1 | 21 | CCOC(=O)COc1ccc(S(=O)(=O)NCc2ccco2)cc1
5 | 4 | 8 | 12 | 4 | 9 | 8 | 12 | 12 | Cc1csc(-c2coc3cc(O)cc(C)c3c2=O)n1

Following part.
CatB mixtures | CatB inh | FXIa mix inh | CatL block | FXIIa mix inh | AP complement | CatG inh | CatS inh | C1s block | compound
8 | 3 | 3 | 7 | 5 | 10 | 11 | 5 | 15 | CCCCCC1CC(CC(=O)O)C(=O)O1 (centres undefined)
6 | 2 | 4 | 10 | 7 | 3 | 9 | 10 | 14 | COc1ccc(N(C)S(=O)(=O)c2ccc3c(c2)CCC(=O)N3)cc1
-3 | -2 | -1 | -4 | 0 | -1 | 0 | 5 | -24 | Cc1ccc(-n2ncc(C#N)c2/N=C/N2CCN(C)CC2)cc1
-4 | 0 | 10 | -1 | 9 | 15 | 6 | -33 | 8 | COc1cccc(-c2nc3n(n2)C(c2cccs2)C(C(=O)Nc2cccnc2)=C(C)N3)c1 (centres undefined)
-6 | 2 | 1 | . | -14 | 10 | 7 | -2 | 4 | COc1nc(-c2ccccc2)ccc1-c1noc(C)n1
-3 | -5 | -4 | . | 17 | 7 | -1 | -47 | -63 | CN1CCCc2cc3c(C(F)(F)F)cc(=O)oc3nc21

Taken from above.
COc1cccc(-c2nc3n(n2)C(c2cccs2)C(C(=O)Nc2cccnc2)=C(C)N3)c1 (centres undefined) | CatG inh = 6
Cc1ccc(-n2ncc(C#N)c2/N=C/N2CCN(C)CC2)cc1 | AP complement = -1
CN1CCCc2cc3c(C(F)(F)F)cc(=O)oc3nc21 | FXIa mix inh = -4
COc1ccc(N(C)S(=O)(=O)c2ccc3c(c2)CCC(=O)N3)cc1 | CatG inh = 9
